From PubChem
NOD1 NF-kB reporter – inhibition of NOD1-driven NF-kB reporter – cell-based, luminescence, uHTS, primary screen (AID 1578); inhibition, % at 4 µM, or EC50 in µM where a hit was titrated; hit rate 1% among 290,000; NOD1-driven NF-kB luciferase reporter cells, luminescence; higher % means a stronger effect; in the data active means inhibition mostly above about 36%, no sharp cut-off; inactive means mostly below about 34%;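 further: HEK-293T reporter cells stimulated with the NOD1 agonist gamma-tri-DAP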
NOD2 inhibition – NOD2 signaling inhibitors, cell-based, luminescence, uHTS, HEK293 (AID 1566); HEK293 NOD2/NF-kB luciferase reporter, luminescence; higher % means a stronger effect; one-dose inhibition, % at 4 µM; EC50 in µM for titrated hits; hit rate 0.63% among 290,000; further: many of its hits are not listed in these tables
KOR beta-arrestin-1 – kappa opioid receptor blockers – cell-based, luminescence, uHTS (AID 1778) | KOR beta-arrestin recruitment, luminescence, antagonist mode; higher % means a stronger effect | hit rate 0.091% among 290,000 | inhibition, % at 10 µM, or IC50 in µM where a hit was titrated; further: strong numbers were not always called active
NTR1 agonist – agonists of NTR1, primary screen, imaging, U2OS cells, beta-arrestin-GFP, high content (AID 493036); P30989; NTR1-U2OS beta-arrestin-GFP spot imaging, agonist mode; activation, % at 20 µM; hit rate 0.17% among 330,000;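 active means activation at or above 40% of the spot to cytoplasm intensity ratio, with at least 20 cells analyzed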;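 further: 0% = DMSO without peptide and 100% = 100 nM NTR1 peptide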
Target sequence (P30989 whole entry, looked up): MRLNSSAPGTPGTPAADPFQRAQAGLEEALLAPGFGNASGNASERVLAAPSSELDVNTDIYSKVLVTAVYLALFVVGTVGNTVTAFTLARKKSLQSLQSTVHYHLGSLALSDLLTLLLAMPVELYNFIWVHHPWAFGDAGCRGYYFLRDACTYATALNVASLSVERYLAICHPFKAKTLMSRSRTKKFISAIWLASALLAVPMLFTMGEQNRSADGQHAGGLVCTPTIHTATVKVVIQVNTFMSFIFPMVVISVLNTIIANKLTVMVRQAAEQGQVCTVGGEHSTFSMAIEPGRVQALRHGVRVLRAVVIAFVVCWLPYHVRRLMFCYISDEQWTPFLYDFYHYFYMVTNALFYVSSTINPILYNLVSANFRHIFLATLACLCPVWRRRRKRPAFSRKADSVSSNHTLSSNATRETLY
KOR beta-arrestin-2 – KOR agonists, beta-arrestin recruitment, primary screen, cell-based, luminescence, uHTS (AID 1777); hit rate 0.02% among 280,000; KOR beta-arrestin recruitment, luminescence; higher % means a stronger effect; activation, % at 10 µM, or EC50 in µM where a hit was titrated; in the data active means activation above about 50%, passing the limit was not always enough; further: a part of the inactive calls stands beside numbers as strong as those of hits
GPR55 antagonists – inhibition of LPI-stimulated GPR55 beta-arrestin translocation – imaging, U2OS, beta-arrestin-GFP, LPI agonist, primary screen (AID 2013) | inhibition, % at 10 µM; hits with a dose series show IC50 in µM | U2OS GPR55 beta-arrestin-GFP translocation imaging, LPI antagonism; higher % means a stronger effect | hit rate 0.13% among 290,000;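 active means spots per cell inhibited over 60%, with over 100 cells counted and total cytoplasm intensity under 500,000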;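 further: U2OS cells stably carrying GPR55 and arrestin-GFP stimulated by 5 µM LPI near EC80; imaged beta-arrestin-GFP aggregate spots per cell after agonist stimulation; plate controls were LPI-stimulated DMSO wells for no effect and DMSO wells without LPI for full effect; some results filed as inactive read as strong as hits; confirmed hits need IC50 under 10 µM and bright autofluorescent wells are also inconclusive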
T cell modulator – modulates CD8 T cell binding to vesicles | calls only at 7 µM | 2C CD8+ T cell-vesicle binding, flow cytometry; stronger effect = lower value | hit rate 0.068% among 330,000;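 active means response, share of CD8 T cells binding vesicles, and their 90th percentile fluorescence all below set limits, cut at about 80% in these data, passing the limit was not always enough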
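Test system: purified 2C TCR transgenic mouse naive CD8+ T cells. Probe or stimulus: QL9-peptide-loaded Drosophila micro-vesicles bearing Ld, ICAM-1 and B7-1. Incubation: binding step 1.5 h, 37 °C, antibody labelling 20 min, ice. Measured by: flow cytometry of vesicle-bound cells.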
GPR55 activation – selective activators of receptor GPR55 – imaging, U2OS cells, beta-arrestin-GFP redistribution, primary screen (AID 1961); U2OS GPR55 beta-arrestin-GFP redistribution imaging; higher % means a stronger effect; activation, % at 10 µM, or EC50 in µM where a hit was titrated; hit rate 0.048% among 290,000;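 active means activation above 40% with more than 50 cells counted in the well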;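 further: U2OS osteosarcoma cells stably expressing GPR55 and beta-arrestin-GFP; plate controls were DMSO negative control for no effect and LPI positive control for full effect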
Myeloid diff 2 – myeloid differentiation induction; ER-HoxA9 myeloid progenitors, lysozyme-GFP differentiation, flow cytometry; calls only at 10 µM; hit rate 1% among 360,000;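 active means normalized GFP-positive differentiation at or above the plate's own cutoff, the solvent-only control mean plus 3 SD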;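 further: cells exposed to compound for four days before flow analysis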
T cell modulator vesicle-bound % – further read-out of T cell modulator, marked with its call; double positive events, %; measured here: CD8+ vesicle-bound cell fraction;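 binding gate set so that unloaded-vesicle control wells show 10% double positive cells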
NTR1 agonist cell count 20 µM – further read-out of NTR1 agonist, marked with its call; cell count; measured here: cell count, cytotoxicity flag
Myeloid diff 2 GFP+ MAC1+ % – further read-out of Myeloid diff 2, marked with its call; GFP+ MAC1+ double positive, %; measured here: differentiation confirmed by MAC1 staining
Numbers without * were called inactive; i = inactive; / = no result given; + = active, no number; [ ] = remark or other dose. Unless noted, no stated cut-off is given here; in the data, active means inhibition above about 50%; inactive means the rest.

#	Structure	NOD1 NF-kB reporter	NOD2 inhibition	KOR beta-arrestin-1	NTR1 agonist	NTR1 agonist cell count 20 µM	KOR beta-arrestin-2	GPR55 antagonists	T cell modulator	T cell modulator vesicle-bound %	GPR55 activation	Myeloid diff 2	Myeloid diff 2 GFP+ MAC1+ %
1	CCOC(=O)C1=C(C)N(C)C(=O)NC1c1cccc2ccccc12 (configuration not stated)	-1%	32%	-42%[20 µM]	0.8	66	-1.9%	3%	i	43	-0.1%	i	0.3
2	COc1ccccc1CNC(=O)C1CCC(CNc2c(N3CCCCC3)c(=O)c2=O)CC1 (configuration not stated)	2%	0%	18%	-1.9	57	-1.1%	0%	i	48	0.2%	i	0.5
3	CCOc1ccc(NC(=O)C(Cc2ccccc2)NC(=O)C2CCCCC2)cc1 (configuration not stated)	-6%	3%	8%	7.2	71	-5.3%	4%	i	48	0.4%	i	2.2
4	C=CCN(c1ccc(C(=O)NC(C)C)cc1)S(C)(=O)=O	28%	-7%	-37%	-0.8	85	1.9%	4%	i	52	-0.2%	i	0.3
5	CC(C)C(=O)Nc1cccc(-c2nc3ncccc3o2)c1	-70%	-5%	-11%[20 µM]	-0.3	53	-1.9%	-24%	i	17	0.8%	i	0.7
6	COc1cc(OC)cc(C(=O)N2CCN(C(=O)c3cccnc3)CC2)c1	5%	9%	4%	0.0	57	-0.2%	1%	i	64	-0.2%	i	0.2
7	Cn1c(=O)c2c(nc(CN3CCOCC3)n2CCc2ccccc2)n(C)c1=O	20%	13%	-1%	-2.4	77	-1.6%	8%	i	14	0.3%	i	1.0
8	C=CCCC(=O)Nc1nc(C)c(-c2csc(Nc3cccc(OC)c3)n2)s1	-12%	-7%	-13%	3.6	101	4.2%	22%	i	10	-0.1%	i	1.9
9	CC(C)(CC(=O)O)Cc1nc(-c2ccc(Cl)cc2)no1	-59%	-26%	8%	-2.2	40	-9.6%	10%	i	33	0.2%	i	1.3
10	O=C(Nc1nccs1)c1ccc(-c2ccc([N+](=O)[O-])cc2)o1	-51%	-119%	-24%[20 µM]	/	/	-2.1%	-3%	i	44	-0.1%	+	1.3*
11	CCOC(=O)C1CCCN(S(=O)(=O)c2c(C)noc2C)C1 (configuration not stated)	-27%	1%	15%	0.1	67	-1.9%	15%	i	25	-0.1%	/	/
12	Fc1ccc(OCCCCCCN2CCCC2)cc1	9%	5%	12%	1.1	60	-1.9%	25%	i	33	0.3%	i	5.4
13	CCC(Sc1nc2ccccc2o1)C(=O)Nc1nnc(C)s1 (configuration not stated)	-8%	-9%	1%	0.6	51	-4.5%	6%	i	11	0.2%	i	1.4
14	CC(=O)NC(CC(=O)NC1CCCCCC1)c1ccccc1 (configuration not stated)	-24%	14%	0%	1.8	37	-3.2%	3%	i	49	-0.1%	i	0.4
15	CC(C)OC(=O)c1cc(NC(=O)C2C3CCC(O3)C2C(=O)O)cc(C(=O)OC(C)C)c1 (configuration not stated)	-20%	9%	7%	-0.4	46	1.6%	15%	i	8	-0.2%	i	2.7
16	CC(C)NC(=O)c1ccc(CN2CCc3ccccc3C2)cc1	-5%	20%	-19%[20 µM]	3.3	54	3.6%	4%	i	56	0.3%	i	0.5
17	COc1ccc(OC)c(/C=C/C(=O)N(C)CC(=O)Nc2ccc(C)cc2)c1	-19%	8%	-25%	-0.5	72	8.5%	8%	i	51	0.1%	i	1.0
18	COc1ccc(CNC(=O)c2ccc(NC(=O)CC3SC(N4CCCCC4)=NC3=O)cc2)cc1 (configuration not stated)	-27%	-19%	8%	-0.9	63	0.5%	7%	i	30	-0.1%	i	1.1
19	Cc1ccc(OCc2nnc(SCC(=O)c3cccc([N+](=O)[O-])c3)n2C)cc1	-16%	-1%	-6%	1.0	42	-1.4%	-3%	i	7	0.8%	i	6.5
20	CCN(CC)C(=O)Cn1c(=O)oc2ccccc21	-4%	9%	27%	-0.6	32	-1.7%	10%	i	32	-0.1%	i	1.2

Ordered by molecular weight (largest number first): part of the list above.
#	Structure	NOD1 NF-kB reporter	NOD2 inhibition	KOR beta-arrestin-1	NTR1 agonist	NTR1 agonist cell count 20 µM	KOR beta-arrestin-2	GPR55 antagonists	T cell modulator	T cell modulator vesicle-bound %	GPR55 activation	Myeloid diff 2	Myeloid diff 2 GFP+ MAC1+ %
8	C=CCCC(=O)Nc1nc(C)c(-c2csc(Nc3cccc(OC)c3)n2)s1	-12%	-7%	-13%	3.6	101	4.2%	22%	i	10	-0.1%	i	1.9
7	Cn1c(=O)c2c(nc(CN3CCOCC3)n2CCc2ccccc2)n(C)c1=O	20%	13%	-1%	-2.4	77	-1.6%	8%	i	14	0.3%	i	1.0
13	CCC(Sc1nc2ccccc2o1)C(=O)Nc1nnc(C)s1 (configuration not stated)	-8%	-9%	1%	0.6	51	-4.5%	6%	i	11	0.2%	i	1.4
10	O=C(Nc1nccs1)c1ccc(-c2ccc([N+](=O)[O-])cc2)o1	-51%	-119%	-24%[20 µM]	/	/	-2.1%	-3%	i	44	-0.1%	+	1.3*
16	CC(C)NC(=O)c1ccc(CN2CCc3ccccc3C2)cc1	-5%	20%	-19%[20 µM]	3.3	54	3.6%	4%	i	56	0.3%	i	0.5
14	CC(=O)NC(CC(=O)NC1CCCCCC1)c1ccccc1 (configuration not stated)	-24%	14%	0%	1.8	37	-3.2%	3%	i	49	-0.1%	i	0.4
4	C=CCN(c1ccc(C(=O)NC(C)C)cc1)S(C)(=O)=O	28%	-7%	-37%	-0.8	85	1.9%	4%	i	52	-0.2%	i	0.3
5	CC(C)C(=O)Nc1cccc(-c2nc3ncccc3o2)c1	-70%	-5%	-11%[20 µM]	-0.3	53	-1.9%	-24%	i	17	0.8%	i	0.7
12	Fc1ccc(OCCCCCCN2CCCC2)cc1	9%	5%	12%	1.1	60	-1.9%	25%	i	33	0.3%	i	5.4
20	CCN(CC)C(=O)Cn1c(=O)oc2ccccc21	-4%	9%	27%	-0.6	32	-1.7%	10%	i	32	-0.1%	i	1.2

The results go on:
#	Structure	NOD1 NF-kB reporter	NOD2 inhibition	KOR beta-arrestin-1	NTR1 agonist	NTR1 agonist cell count 20 µM	KOR beta-arrestin-2	GPR55 antagonists	T cell modulator	T cell modulator vesicle-bound %	GPR55 activation	Myeloid diff 2	Myeloid diff 2 GFP+ MAC1+ %
21	COc1ccc(OC)c(NC(=O)CSc2ccccc2)c1	-15%	5%	1%	-0.1	54	-2.2%	8%	i	29	0.3%	i	1.6
22	O=C(CN1C(=O)CCSc2ccc(S(=O)(=O)N3CCCC3)cc21)Nc1ccccc1	-8%	9%	11%	0.2	54	-4.5%	-7%	i	11	0.9%	i	3.5
23	O=C(c1cc2c(=O)n3ccccc3nc2s1)N1CCOCC1	-38%	-50%	18%	-1.6	64	-1.3%	0%	i	22	0.0%	i	1.9
24	O=C(Nc1c(S(=O)(=O)c2ccc(Cl)cc2)csc1Br)c1ccccc1Cl	-2%	-6%	8%	-0.2	53	0.8%	14%	i	34	-0.1%	i	2.0
25	COc1cc(OC)c(C(=O)N2CCN(c3ccccn3)CC2)cc1OC	-14%	10%	-10%	1.3	57	-2.4%	-12%	i	30	0.3%	i	0.3
26	Cc1cc(C(F)(F)F)nn1CC(=O)NCc1ccco1	-18%	3%	-21%[20 µM]	2.3	65	/	-3%	i	41	0.5%	i	0.3
27	Cn1cccc1C(=O)OCC(=O)NC(=O)NC1CCCCC1	-45%	-13%	-1%	0.0	36	-2.7%	8%	i	42	-0.3%	i	0.1
28	CCc1nnc(NC(=O)CCC(=O)N2CCN(Cc3ccc(Cl)cc3)CC2)s1	14%	6%	-13%	1.5	45	-2.5%	-6%	i	24	-0.1%	i	1.4
29	Cc1cc(C)cc(C(=O)n2cnnc2N)c1	10%	9%	6%	3.5	54	-0.4%	6%	i	56	-0.1%	i	0.7
30	CCN(CC)CCn1c(NCc2nc3ccccc3n2Cc2ccccc2)nc2ccccc21	18%	-27%	/	3.4	44	/	23%	i	27	0.3%	/	/
31	COc1ccc(C(CNC(=O)CN2C(=O)NC3(CC(C)CC(C)(C)C3)C2=O)N2CCOCC2)cc1 (configuration not stated)	-7%	7%	34%	-0.5	87	-3.3%	16%	i	21	-0.3%	i	1.2
32	Cc1csc2c(N3CCN(S(=O)(=O)c4ccc(Cl)cc4)CC3)ncnc12	-10%	-4%	2%	2.7	42	9.8%	6%	i	34	0.0%	i	0.3
33	Clc1ccc(-n2c(SCc3nc4ccccc4[nH]3)nnc2-c2ccncc2)cc1	13%	12%	15%	1.8	45	-2.5%	24%	i	15	-0.1%	i	10
34	COc1ccc(N2C(=O)CC(c3ccccc3)C2=O)cc1 (configuration not stated)	-6%	10%	13%	-0.3	44	-3.8%	-4%	i	52	0.7%	i	0.7
35	O=[N+]([O-])c1ccc(S(=O)(=O)N2CCN(C3CCN(Cc4ccccc4)CC3)CC2)cc1	-7%	-15%	24%	-0.2	41	-2.0%	9%	i	28	-0.2%	i	1.0
36	CC(=O)c1c(C)[nH]c(C(=O)N2CCCCCC2)c1C	10%	8%	-4%	-2.5	58	7.1%	-3%	i	25	-0.1%	i	0.5
37	CCN1CCN(CC(=O)Nc2c(OC)cccc2OC)CC1	3%	1%	25%	0.0	87	-6.1%	4%	i	13	-0.1%	i	0.2
38	O=C(/C=C/NNC(=O)c1cccc(Br)c1)c1cccc(Br)c1	23%	-14%	-18%	4.5	52	0.8%	14%	i	13	-0.2%	i	7.4
39	COc1ccc(/C(C)=N\NC(=O)C(c2ccncc2)N2CCOCC2)cc1 (configuration not stated)	-8%	-10%	-9%	-0.6	51	4.1%	-10%	i	32	-0.3%	i	1.2

A portion of the library. The share of hits here may be higher or lower than overall.
